DAGLB inhibitor = blocks human DAGLB lipase activity; Q8NCG7; HEK293T DAGLB membrane lysate, EnzChek fluorogenic substrate; inhibition, % at 5.17 µM; actives 0.059% (n = 340,000); AID 504411; in the data active = inhibition above about 34%;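 note: 0% = enzyme with vehicle and 100% = wells lacking enzyme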
Target sequence (Q8NCG7 whole entry, looked up): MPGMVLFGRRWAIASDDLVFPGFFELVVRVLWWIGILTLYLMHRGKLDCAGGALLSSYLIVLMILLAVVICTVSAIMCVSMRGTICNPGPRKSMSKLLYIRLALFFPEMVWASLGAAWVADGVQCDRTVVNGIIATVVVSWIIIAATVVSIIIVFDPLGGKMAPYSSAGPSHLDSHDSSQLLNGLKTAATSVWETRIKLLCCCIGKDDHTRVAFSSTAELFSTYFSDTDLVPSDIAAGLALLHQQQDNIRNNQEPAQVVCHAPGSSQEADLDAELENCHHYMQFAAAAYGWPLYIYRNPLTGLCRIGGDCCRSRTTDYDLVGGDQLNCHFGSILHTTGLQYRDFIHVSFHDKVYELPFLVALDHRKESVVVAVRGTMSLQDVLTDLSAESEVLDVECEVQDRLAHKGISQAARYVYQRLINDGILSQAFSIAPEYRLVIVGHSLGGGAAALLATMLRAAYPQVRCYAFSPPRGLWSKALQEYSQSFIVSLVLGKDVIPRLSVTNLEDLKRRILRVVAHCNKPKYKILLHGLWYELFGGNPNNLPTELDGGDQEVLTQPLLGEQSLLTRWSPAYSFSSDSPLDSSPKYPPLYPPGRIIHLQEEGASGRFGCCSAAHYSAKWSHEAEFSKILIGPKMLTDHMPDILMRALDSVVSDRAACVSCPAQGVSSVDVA
PKA-R2B activ = activates the human PKA-R2B holoenzyme complex; P22694+P31323; PKA-R2B holoenzyme dissociation, Cy5-IP20 fluorescence polarization; R2B truncated from residue 108, S112A mutant; 0% DMSO only, 100% 113 µM cGMP; activation, % at 11.4 µM; actives 0.079% (n = 340,000); AID 504700;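 active = activation above a cutoff set at the mean over all compounds plus 3 SD, cut at about 18% in these data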;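 note: higher means more holoenzyme dissociation and a rise in polarization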
Target sequence (P31323 whole entry, looked up, other chains not shown, the tested form may be a part): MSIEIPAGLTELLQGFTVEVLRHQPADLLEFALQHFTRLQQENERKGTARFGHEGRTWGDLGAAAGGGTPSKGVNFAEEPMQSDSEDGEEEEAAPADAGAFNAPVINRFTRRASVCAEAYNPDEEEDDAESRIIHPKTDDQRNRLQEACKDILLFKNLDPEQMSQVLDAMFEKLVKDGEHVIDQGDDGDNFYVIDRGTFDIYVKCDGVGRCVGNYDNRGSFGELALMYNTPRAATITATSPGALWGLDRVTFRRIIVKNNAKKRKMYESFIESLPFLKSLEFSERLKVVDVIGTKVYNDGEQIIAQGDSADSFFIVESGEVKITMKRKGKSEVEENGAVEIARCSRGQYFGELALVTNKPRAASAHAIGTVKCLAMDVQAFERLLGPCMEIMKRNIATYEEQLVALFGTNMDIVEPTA
MOR-DOR ag = OPRM1-OPRD1 heterodimerization agonism | cells, luminescence | activation, % at 9.3 µM | actives 0.3% (n = 340,000); in the data active = activation above about 18%;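 note: 0% = vehicle-treated cells and 100% = reference agonist; values of inactives mirror those of a sister screen read the other way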
HTR5A ag = activates human HTR5A in OPRM1-OPRD1 agonist counter-screen; HTR5A agonist assay, luminescence, cell-based; activation, % at 9.3 µM; actives 0.61% (n = 340,000); AID 504692; in the data active = activation mostly above about 9.5%, no sharp cut-off; inactive = mostly below about 7.6%;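 note: 0% = cells with vehicle only and 100% = reference agonist; strong numbers were not always called active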
Pemphigus Ab inh = inhibitors of pemphigus antibody binding to human desmoglein-3; DSG3-coupled beads, scFv-anti-DSG3-GFP binding, flow cytometry; active compounds read low; binding (percent of control), % at 10 µM; actives 0.48% (n = 310,000); AID 588358;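 active = binding more than 3 SD below its plate's average and above zero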;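 note: hits lower antibody fragment binding to DSG3; some compounds called inactive have numbers as strong as hits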
MOR-DOR inv ag = inverse agonist of human OPRM1-OPRD1 heterodimerization; P35372+P41143; cell-based MOR-DOR heterodimer luminescence, inverse agonism; inhibition, % at 9.3 µM; actives 0.21% (n = 340,000); AID 504357; in the data active = inhibition above about 22%, passing the limit was not always enough;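 note: 0% = cells with DMSO and 100% = wells without cells with DMSO; values of inactives mirror those of a sister screen read the other way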
PKA-R1A activ = activators of PKA-R1A complex. PKA-R1A dissociation, Cy5-IP20 fluorescence polarization; scaled: DMSO 0%, 113 µM cGMP 100%. activation, % at 11.4 µM. actives 0.083% (n = 340,000);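 active = percent activation above the mean of all tested compounds plus 3 SD, cut at about 19% in these data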;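 note: higher means more PKAc released from R1A so a rise in polarization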
Arrestin-AP2 inh = inhibitors of human beta-arrestin and AP2 interaction; FITC-arrestin peptide / GST-AP2 beads, flow cytometry; AP2 beta2 appendage carries R879A mutation; inhibition, % at 10 µM; actives 0.31% (n = 340,000);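 active = inhibition above a set limit, near 3 SD of compounds lacking own fluorescence, cut at about 54% in these data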;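 note: plate controls were DMSO wells for no effect and 5 µM unlabelled arrestin peptide for full effect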
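System: GST-AP2 R879A glutathione beads. Medium: PBS with 0.05% Tween 20 and 0.1% BSA. Also added: FITC-arrestin peptide, 50 nM. Incubation: 12 min plus 1 h, RT. Measured by: high-throughput flow cytometry of beads, ex 488, em 535 nm. Evaluation: percent drop in bead-associated FITC signal.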
HTR5A inv ctr = counter-screen for OPRM1-OPRD1 inverse agonists: human HTR5A inverse agonism; inhibition, % at 9.3 µM; actives 0.083% (n = 340,000); AID 504634; P47898; HTR5A cell line, luminescence; in the data active = inhibition mostly above about 23%, no sharp cut-off; inactive = mostly below about 18%;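 note: 0% = cells with DMSO and 100% = no-cell wells with DMSO; some compounds called inactive have numbers as strong as hits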
V-ATPase pHluor = alters yeast V-ATPase proton transport; S. cerevisiae, pHLuorin cytosolic pH fluorescence; response, % at 10 µM; actives 0.37% (n = 350,000); AID 504577; in the data active = response mostly above about 7.3%, no sharp cut-off; inactive = mostly below about 5.4%; note: actives read high; inactives centre near 0; some compounds called inactive have numbers as strong as hits; reference of the scale not given here
Numbers without * were called inactive; · = not tested or not shown.

1) COC(=O)c1ccc(COC(=O)c2[nH]c(C)c(C(C)=O)c2C)o1
2) NC(=O)COC(=O)c1ccccc1SCC(=O)NC1CCCCCC1
3) COc1cc2c(cc1OC)-c1cc3ccc(OC)c(OC)c3c[n+]1CC2
4) CN(CC(=O)Nc1ccc(F)cc1)C(=O)c1cccc(NS(=O)(=O)c2ccccc2)c1
5) O=C(c1ccc(S(=O)(=O)N2CCOCC2)cc1)N1CCN(c2ccccc2)CC1
screen / no.	1	2	3	4	5
MOR-DOR inv ag	12	4	-19	-1	7
V-ATPase pHluor	0	1	-4	7	-1
DAGLB inhibitor	-2	-2	-1	-2	-1
Pemphigus Ab inh	·	100	161	101	100
MOR-DOR ag	-2.8	-0.9	3.5	0.2	-1.5
PKA-R2B activ	-18	3	-3	2	5
Arrestin-AP2 inh	-6	16	4	-5	8
HTR5A inv ctr	-15	10	-66	18	-20
PKA-R1A activ	-9	-3	1	1	-5
HTR5A ag	6	-3	0	-7	1

6) CN1CCN(C(=O)c2ccc(F)c(F)c2)CC1
7) CC(C)C(c1nnnn1CCc1ccccc1)N1CCSCC1 (configuration not stated)
8) O=C(CSc1nncn1-c1cccnc1)Nc1ccccc1C(F)(F)F
9) Cc1nc(NC(=O)c2cc3c(s2)CCCCC3)sc1C(=O)N(C)C
10) CCOc1ccc(NC(=O)Cn2nnc(-c3ccccc3NC(=O)CC)n2)cc1
screen / no.	6	7	8	9	10
MOR-DOR inv ag	4	3	-7	16	4
V-ATPase pHluor	9	4	-5	0	2
DAGLB inhibitor	0	-2	0	0	-3
Pemphigus Ab inh	109	104	115	100	105
MOR-DOR ag	-0.9	-0.5	0.9	-3.1	-0.6
PKA-R2B activ	1	14	-6	-6	-3
Arrestin-AP2 inh	24	16	-6	-5	-1
HTR5A inv ctr	-3	-26	-8	-27	-20
PKA-R1A activ	8	3	-10	-4	-12
HTR5A ag	1	5	3	1	8

11) COc1ccc(OCCC(=O)OCC(=O)NCc2ccccc2)cc1
12) CCC(=O)Nc1ccc2c(c1)ncn2CCc1ccccc1
13) Cc1cc(C)n(C(=O)COc2c(C)cccc2C)n1
14) O=C(c1ccc(Cl)c(S(=O)(=O)N2CCOCC2)c1)N1CCc2ccccc2C1
15) CC(=O)N1CC(C)Oc2ccc(S(=O)(=O)NC(CC(=O)O)c3ccccc3C)cc21 (configuration not stated)
screen / no.	11	12	13	14	15
MOR-DOR inv ag	-9	6	11	3	19
V-ATPase pHluor	-1	-2	-6	4	-1
DAGLB inhibitor	0	-1	-1	2	0
Pemphigus Ab inh	100	98	121	·	101
MOR-DOR ag	1.3	-1.4	-2.0	-0.7	-3.8
PKA-R2B activ	0	-8	-1	-5	0
Arrestin-AP2 inh	11	30	0	-12	8
HTR5A inv ctr	4	15	-9	3	-6
PKA-R1A activ	-7	-15	6	-27	-11
HTR5A ag	4	-4	-3	-1	-1

16) COc1ccc2ccccc2c1/C=N\NC(=O)c1ccc(C)s1
17) CCCC1=Nc2cc(C(=O)N3CCCC3)ccc2Sc2ccc(C)cc21
18) Cc1ccsc1C1Nc2ccccc2-c2nc3ccccc3n21 (configuration not stated)
19) Cc1cc(C)n2nc(C(=O)OCC(=O)Nc3ccc4c(c3)OCCO4)nc2n1
20) COCCNCCCCOc1ccc(C)cc1[N+](=O)[O-]
screen / no.	16	17	18	19	20
MOR-DOR inv ag	5	-16	-4	10	12
V-ATPase pHluor	1	0	1	-1	1
DAGLB inhibitor	-6	4	1	-4	-4
Pemphigus Ab inh	114	95	85	99	128
MOR-DOR ag	-0.9	3.2	0.8	-2.4	-2.1
PKA-R2B activ	-2	-2	-1	0	4
Arrestin-AP2 inh	-8	38	-5	7	25
HTR5A inv ctr	-15	-10	4	-9	-15
PKA-R1A activ	1	-8	-2	2	0
HTR5A ag	-3	0	-3	4	6

21) O=C(Nc1ccc(N2CCN(C(=O)c3ccc(Cl)cc3)CC2)cc1)c1ccc([N+](=O)[O-])o1
22) CC(=O)NCc1cc(-c2ccc(Cl)cc2)no1
23) COc1cccc(N2CCN(Cc3ccsc3)CC2)c1
24) O=C(OCc1cncs1)c1ccccc1
25) CC(C)(C)NCCCCOc1ccc(F)cc1
screen / no.	21	22	23	24	25
MOR-DOR inv ag	5	9	9	12	-7
V-ATPase pHluor	-2	-1	-1	-1	1
DAGLB inhibitor	1	-3	-9	0	-1
Pemphigus Ab inh	109	101	104	100	103
MOR-DOR ag	-0.9	-1.8	-1.7	-2.4	1.2
PKA-R2B activ	6	-9	6	-1	-1
Arrestin-AP2 inh	4	13	6	-25	-1
HTR5A inv ctr	-35	-26	-3	7	8
PKA-R1A activ	11	-9	1	-5	-15
HTR5A ag	5	3	1	-3	-4

26) CCCCc1nc2n[nH]c(N)c2c2c1CCCC2
27) Cc1ccc(-c2csc(CC(N)=O)n2)cc1
28) CCOC(=O)c1sc2nc(CC(=O)OC)nc(NCc3ccc(F)cc3)c2c1C
29) CCOC(=O)C1CCCN(C(=O)c2cccc(S(=O)(=O)N3CCCC3)c2)C1 (configuration not stated)
30) CCOc1ccc(-c2nc(S(=O)(=O)c3ccccc3)c(N3CCOCC3)o2)cc1
screen / no.	26	27	28	29	30
MOR-DOR inv ag	1	10	-5	6	-1
V-ATPase pHluor	3	-2	-6	-4	0
DAGLB inhibitor	3	-3	-9	0	-2
Pemphigus Ab inh	93	103	99	·	104
MOR-DOR ag	-0.2	-2.2	0.8	-1.5	0.1
PKA-R2B activ	12	-7	3	-8	0
Arrestin-AP2 inh	3	3	20	2	9
HTR5A inv ctr	-16	-12	-22	-1	4
PKA-R1A activ	-3	-6	-16	8	2
HTR5A ag	1	5	4	0	-1

31) O=S(=O)(Cc1ccccc1)N(O)c1ccccc1
32) C=CCn1c(SCC)nc(O)cc1=O
33) CCOC(=O)CSc1snnc1C
34) Cc1c(-n2c(SCC(=O)NC(C)C(C)C)nc3ccccc3c2=O)c(=O)n(-c2ccccc2)n1C (configuration not stated)
35) CC(=O)Nc1ccccc1C(=O)N1CCc2ccccc21
screen / no.	31	32	33	34	35
MOR-DOR inv ag	43*	3	0	12	13
V-ATPase pHluor	0	4	-2	1	-10
DAGLB inhibitor	1	2	2	2	-1
Pemphigus Ab inh	·	99	99	83	·
MOR-DOR ag	-6.6	-0.5	-0.1	-1.8	-2.9
PKA-R2B activ	-5	7	2	-8	-9
Arrestin-AP2 inh	25	2	20	-6	10
HTR5A inv ctr	6	4	27	9	-5
PKA-R1A activ	-9	-9	0	9	-12
HTR5A ag	-2	0	5	-4	2

36) COc1cc(Cl)ccc1NC(=O)COc1ccccc1C(=O)NN
37) Cc1cccc(C(=O)NCC(=O)NCC2COc3ccccc3O2)c1 (configuration not stated)
38) COc1ccc(CCC(=O)NNC(=O)c2ccc(F)cc2)cc1
39) COc1cccc(OCCCn2cc(/C=C3/C(=N)N4C=C(C)SC4=NC3=O)c3ccccc32)c1
40) COc1cc(/C=C2/C(=N)N3C=CSC3=NC2=O)ccc1OCCOc1ccc(NC(C)=O)cc1
screen / no.	36	37	38	39	40
MOR-DOR inv ag	7	14	-2	-8	14
V-ATPase pHluor	-4	2	-3	-3	-7
DAGLB inhibitor	-3	-1	1	0	0
Pemphigus Ab inh	·	102	97	123	86
MOR-DOR ag	-1.4	-2.2	0.3	1.5	-2.2
PKA-R2B activ	-10	5	2	-1	-5
Arrestin-AP2 inh	40	6	-12	-5	2
HTR5A inv ctr	17	5	-10	1	-21
PKA-R1A activ	5	2	-6	-7	-2
HTR5A ag	-3	-2	3	0	-2

Arranged by molar mass (ascending): 4 of the compounds above.
35) CC(=O)Nc1ccccc1C(=O)N1CCc2ccccc21
39) COc1cccc(OCCCn2cc(/C=C3/C(=N)N4C=C(C)SC4=NC3=O)c3ccccc32)c1
40) COc1cc(/C=C2/C(=N)N3C=CSC3=NC2=O)ccc1OCCOc1ccc(NC(C)=O)cc1
34) Cc1c(-n2c(SCC(=O)NC(C)C(C)C)nc3ccccc3c2=O)c(=O)n(-c2ccccc2)n1C (configuration not stated)
screen / no.	35	39	40	34
MOR-DOR inv ag	13	-8	14	12
V-ATPase pHluor	-10	-3	-7	1
DAGLB inhibitor	-1	0	0	2
Pemphigus Ab inh	·	123	86	83
MOR-DOR ag	-2.9	1.5	-2.2	-1.8
PKA-R2B activ	-9	-1	-5	-8
Arrestin-AP2 inh	10	-5	2	-6
HTR5A inv ctr	-5	1	-21	9
PKA-R1A activ	-12	-7	-2	9
HTR5A ag	2	0	-2	-4

(continued)
41) O=C(CN1CCN(C(=O)c2cccc(S(=O)(=O)N3CCCC3)c2)CC1)Nc1cccc(F)c1
42) CCN(CC(=O)NCc1cccs1)C(=O)c1cccc(Cl)c1
43) CNC(=O)CC1C(=O)N(c2ccc(F)cc2)C(=S)N1NC(=O)c1ccc(Br)cc1 (configuration not stated)
44) Cc1ccc(-c2nc3sc4c(c3c(=O)n2N)CC(C)(C)OC4)cc1
45) C/C(=N\OCc1nc2ccccc2c(=O)n1/N=C/c1cc([N+](=O)[O-])ccc1O)c1ccccc1
screen / no.	41	42	43	44	45
MOR-DOR inv ag	15	4	16	12	-7
V-ATPase pHluor	-1	-2	-3	0	-2
DAGLB inhibitor	-1	-2	-6	-2	8
Pemphigus Ab inh	106	96	97	·	92
MOR-DOR ag	-3.2	-0.9	-3.1	-2.0	1.4
PKA-R2B activ	15	-11	1	0	-6
Arrestin-AP2 inh	10	3	-10	4	-2
HTR5A inv ctr	4	11	11	-21	-36
PKA-R1A activ	-4	-11	-7	15	-7
HTR5A ag	0	-5	-3	8	-2

46) O=C(CN(c1ccccc1Cl)S(=O)(=O)c1ccccc1)NCc1ccccc1
47) O=C(O)CN(Cc1ccccc1)S(=O)(=O)c1ccc(F)cc1
48) O=C(NCc1cccs1)C1CCCN(c2nc3ccccc3o2)C1 (configuration not stated)
49) Cc1ccc(-c2ccnc(=S)[nH]2)cc1
50) O=C(Nc1ccc(F)cc1)N1CCN(C/C=C/c2ccccc2)CC1
51) CCOC(=O)c1c(S(=O)(=O)Nc2cccc(-c3ccno3)c2)c(C)n(C)c1C
52) COc1cc(CC(=O)NNC(=O)c2cccs2)cc(OC)c1OC
screen / no.	46	47	48	49	50	51	52
MOR-DOR inv ag	15	17	5	10	9	15	-1
V-ATPase pHluor	2	0	4	0	-6	-3	2
DAGLB inhibitor	-5	1	0	1	1	-2	-1
Pemphigus Ab inh	110	107	100	82	110	·	94
MOR-DOR ag	-4.7	-3.8	-0.9	-1.9	-1.6	-2.9	0.3
PKA-R2B activ	2	-4	-6	-6	-4	-1	-12
Arrestin-AP2 inh	-12	-9	27	1	-8	23	-19
HTR5A inv ctr	-9	-2	1	6	-18	15	-33
PKA-R1A activ	2	4	-3	0	8	-11	2
HTR5A ag	-2	-3	-1	-6	-2	-4	13

Bioassay records (PubChem)
